From PubChem BioAssay
pAkt inh: Akt phosphorylation inhibition; Neuro2A IGF-stimulated pAkt S473 HTRF, 20 min; stronger effect = lower value; activity change, % for hits at 50 µM; actives 0.32% (n = 360,000); AID 651550; in the data active = activity change below about -80%; inconclusive = mostly about -51% to -80%; also: % is scaled to controls: 0 for no effect and ±100 for the full control effect
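Neuro2A cells (4,500/well, DMEM with 0.5% FBS) were treated with compound at a single 50 µM final concentration, stimulated with 6 nM IGF for 20 min at 37 °C, and lysed. Phospho-Akt Ser473 was read by HTRF as 665/615 ratio ×10^4.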
EPAC2 ag: EPAC2 (human) agonism. actives 0.079% (n = 360,000). EPAC2 activation, biochemical qHTS; response scale: 100% = 6.5 mM cAMP response. Q8WZA2. AID 720711. Potency, µM (titrated, usually from 154 µM), for inactives: at the top dose activation, most hits filed as activators; also: potency is read from the fitted curve at half-maximal effect; nearly all actives have a fitted effect of over 50% in size
Target sequence (Q8WZA2 whole entry, looked up): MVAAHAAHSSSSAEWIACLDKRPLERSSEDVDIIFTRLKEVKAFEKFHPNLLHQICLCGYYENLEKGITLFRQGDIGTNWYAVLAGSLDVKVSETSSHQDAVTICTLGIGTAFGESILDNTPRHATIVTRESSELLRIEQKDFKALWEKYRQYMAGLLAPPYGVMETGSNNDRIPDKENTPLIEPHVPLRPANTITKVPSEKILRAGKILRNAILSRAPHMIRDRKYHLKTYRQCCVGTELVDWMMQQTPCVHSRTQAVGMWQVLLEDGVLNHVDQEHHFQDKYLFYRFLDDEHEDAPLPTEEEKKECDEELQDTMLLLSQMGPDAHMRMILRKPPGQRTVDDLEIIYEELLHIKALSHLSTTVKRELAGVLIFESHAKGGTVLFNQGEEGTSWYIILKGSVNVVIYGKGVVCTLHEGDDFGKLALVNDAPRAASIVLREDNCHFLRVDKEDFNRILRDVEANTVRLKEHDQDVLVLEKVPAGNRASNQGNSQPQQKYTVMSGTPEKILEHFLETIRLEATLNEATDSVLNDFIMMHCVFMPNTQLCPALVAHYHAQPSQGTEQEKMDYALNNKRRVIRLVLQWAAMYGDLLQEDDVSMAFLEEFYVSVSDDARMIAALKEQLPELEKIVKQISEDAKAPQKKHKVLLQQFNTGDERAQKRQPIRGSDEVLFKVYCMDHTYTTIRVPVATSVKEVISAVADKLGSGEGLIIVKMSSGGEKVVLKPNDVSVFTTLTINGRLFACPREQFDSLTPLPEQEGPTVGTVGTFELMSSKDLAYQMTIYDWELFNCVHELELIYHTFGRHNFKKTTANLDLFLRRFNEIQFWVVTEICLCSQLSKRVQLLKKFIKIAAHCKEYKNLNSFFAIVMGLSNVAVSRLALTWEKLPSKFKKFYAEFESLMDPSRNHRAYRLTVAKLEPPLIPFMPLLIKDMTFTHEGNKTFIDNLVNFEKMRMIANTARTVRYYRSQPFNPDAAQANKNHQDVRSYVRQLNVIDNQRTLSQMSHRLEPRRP
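Fluorescence exchange assay: 100 nM EPAC2 with 250 nM RAP1B-BODIPY-GDP and 50 uM GDP; compounds tested as a concentration-titration series (qHTS). Loss of Rap1-bound BODIPY-GDP fluorescence read at 480/540 nm; data normalized to 6.5 mM cAMP.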
TGFb SMAD3 inh: TGF-b pathway inhibition. HepG2 CAGA-GFP TGF-b/SMAD3 reporter, GFP fluorescence, 18 h; TGF-beta stimulated, 500 pg/mL final. Potency, µM (highest dose often 46.1 µM), without a hit: at the highest dose activity, negative = inhibition, actives largely listed as inhibitors. actives 1.2% (n = 410,000). AID 588855; also: potency is read from the fitted curve at half-maximal effect; % is scaled to controls: 0 for no effect and ±100 for the full control effect; nearly all actives have a fitted effect of over 65% in size
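HEPG2 CAGA-GFP reporter cells (1000/well, DMEM with 1% FBS) received compounds, then recombinant TGF-beta at 500 pg/mL final for 18 hours at 37 degrees C. Per-cell GFP summed per well was normalised to unstimulated and stimulated DMSO controls before curve fitting.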
Nrf2 block: inhibitors of Nrf2 signaling; AID 504444; A549 ARE-Fluc reporter, luciferase luminescence, 18-24 h; Potency, µM (highest dose often 46 µM), for inactives: at the top dose activity change, negative = inhibition, hits mostly inhibitors; actives 2.1% (n = 360,000); also: potency is read from the fitted curve at half-maximal effect; % is scaled to controls: 0 for no effect and ±100 for the full control effect; nearly all actives have a fitted effect of over 60% in size
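Nrf2 function is reported as luminescence of an ARE-controlled luciferase in A549 cells. Compounds were tested at several concentrations, and a CellTiter-Fluor read on the same wells flagged cytotoxicity.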
A549 tox: kills or reduces viability of A549 cells in Nrf2 counter-screen; AID 504648; Potency, µM (doses to about 46 µM), without a hit: at the top dose activity change, negative = cytotoxicity, actives largely listed as inhibitors; A549 ARE-Fluc cells, CellTiter-Fluor viability, 18-24 h; actives 0.16% (n = 390,000); also: potency is read from the fitted curve at half-maximal effect; % is scaled to controls: 0 for no effect and ±100 for the full control effect
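A549 ARE_Fluc cells in 5% FBS OPTI-MEM were exposed to compounds in concentration-response for 18-24 h at 37 deg C. Viability was read by CellTiter-Fluor fluorescence (Ex 405/Em 525) after 30 min, before the luciferase read.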
EPAC2 antag: antagonists of human EPAC2 | EPAC2 GEF exchange of Rap1B-BODIPY-GDP, fluorescence | actives 0.18% (n = 360,000) | Q8WZA2 | Potency, µM (top dose mostly 114 µM), for the others: at the top dose activity, negative = inhibition, usual class: inhibitors; also: potency is read from the fitted curve at half-maximal effect; % is scaled to controls: 0 for no effect and ±100 for the full control effect; nearly all actives have a fitted effect of over 45% in size; many of its hits are not listed in these tables
MmCpn inh: inhibitors of Methanococcus maripaludis chaperonin (MmCpn) | AID 504842 | Potency, µM (highest dose often 76.9 µM), inactives show at the top dose activity, negative = inhibition, most hits filed as inhibitors | actives 0.031% (n = 330,000) | purified Mm-Cpn ATPase, ADP Transcreener TR-FRET; also: potency is read from the fitted curve at half-maximal effect; % is scaled to controls: 0 for no effect and ±100 for the full control effect; nearly all actives have a fitted effect of over 80% in size
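Reaction buffer contained 30 mM Tris pH 7.4, 100 mM KCl, 5 mM MgCl2 and 1 mM DTT. Mm-CPN (25 nM final) hydrolysed 10 uM ATP over 30 min at 37°C; ADP was read by HTRF.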
CCT modulator: cytosolic chaperonin activity modulation | purified chaperonin ATPase assay, HTRF ADP detection, 30 min | activity change, % (concentration not given with the values), hits read low | actives 0.3% (n = 360,000); in the data active = activity change below about -30%; also: % is scaled to controls: 0 for no effect and ±100 for the full control effect
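First, chaperonin was dispensed at 40 nM or 20 nM final depending on batch activity. Next, compounds were pinned at 76 uM and ATP added at 10 uM. After 30 min at 37 °C, ADP detection reagents ran 30 min at ambient temperature.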
Nrf2 activator: activators of Nrf2 (ARE) signaling | AREc32 ARE-luciferase reporter (MCF7-derived line), luminescence, 24 h | Potency, µM (titrated, usually from 46.1 µM), without a hit: at the top dose activation, actives largely listed as activators | actives 0.31% (n = 410,000) | AID 624171; also: potency is read from the fitted curve at half-maximal effect; % of control where 0% means no effect; nearly all actives have a fitted effect of over 65% in size
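Cells of the AREc32 ARE-luciferase line are plated in OPTI-MEM containing 5% FBS and left overnight at 37 deg C. Compounds are pinned in, incubation continues 24 hr, and firefly luciferase signal is then measured.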
The depositor's hits bear a star; i = inactive; ? = inconclusive; / = no result given; [ ] = dose if it differs, or a comment. Unless noted, calls follow the shape of the dose curve; as a rule, active = well fitted curve in the direction sought with a large enough effect; inconclusive = small, poorly fitted or top-dose-only effect, or another doubt; inactive = no such curve, though single readings can be large; an effect the other way counts as inactive or inconclusive. This is a subset; the hit share may differ from the screen's.

The line under a structure holds: pAkt inh | EPAC2 ag | TGFb SMAD3 inh | Nrf2 block | A549 tox | EPAC2 antag | MmCpn inh | CCT modulator | Nrf2 activator
#1 O=[N+]([O-])c1ccc(CSc2nnc(SCc3ccccc3)s2)cc1
    i | 6% | ? | -4% | 9% | 8% | 2% | 1.8 | 0.5%
#2 COc1cc(CNc2ccc3[nH]c(=O)[nH]c3c2)ccc1OCc1ccc(C)cc1
    i | 7% | 0% | 3% | 3% | 0% | -3% | 0.3 | 4.3%
#3 CC1CCC(NC(=O)c2cc3c(s2)CCCC3)CC1 (stereo not given)
    i | -9% | 5% | ? | -2% | ? | -10% | 2.2 | 3.1%
#4 CCN(CC)c1ccc(/C=N/OCC(=O)N2CCCc3ccccc32)cc1
    i | 15% | -28% | 3% | -6% | -14% | 1% | -0.6 | -1.6%
#5 C/C(=N\N1CCN(c2ccccc2)CC1)c1ccc(O)cc1
    i | 2% | 1% | ? | 4% | 2% | 4% | -3.2 | 0.4%
#6 CCCCCCNC(=O)C(C#N)c1nc2ccccc2nc1N1CCCC1 (stereo not given)
    i | -69% | 26% | 3% | 3% | 37% | -1% | -1.2 | 0.2%
#7 Cc1cc(C)cc(NC(=O)CSc2nc(-c3cccc(Cl)c3)nc3c2Cc2c(CO)cnc(C)c2O3)c1
    / | / | -4% | ? | 7% | / | / | / | 8.2%
#8 CC(CCc1ccccc1)NC(=O)COC(=O)c1cccc2ccccc12 (stereo not given)
    i | -6% | -10% | 2% | -1% | -10% | 1% | 0.4 | -1.1%
#9 COc1ccc2nc(-c3ccco3)c(-c3ccco3)nc2c1
    i | 5% | 0% | 1% | 19% | -11% | -3% | 0.0 | ?
#10 Cc1cc(=O)oc2cc(OCC(=O)N3CCOCC3)c(Cl)cc12
    i | -5% | 1% | -5% | -4% | 0% | -3% | -5.6 | -0.5%
#11 Nc1nc(SCC(=O)N2CCN(S(=O)(=O)c3ccc(Cl)cc3)CC2)n[nH]1
    i | -1% | 17% | 19% | 2% | -1% | -3% | -0.7 | -0.1%
#12 COC(CNc1ncnc2c1cnn2C)OC
    i | 1% | 16% | 1% | -4% | 14% | 0% | -1.3 | -0.8%
#13 CC(C)NC(=O)N(C)C[C@H]1Oc2ccc(NC(=O)c3ccncc3)cc2C(=O)N([C@H](C)CO)C[C@@H]1C
    i | 3% | -8% | -17% | 8% | 7% | -8% | 1.3 | -1.1%
#14 c1ccc(C2C3=C(Nc4ncnn42)c2ccccc2CCC3)cc1 (stereo not given)
    / | 3% | 4% | / | 0% | -7% | 2% | -4.2 | -0.5%
#15 O=C(NC1CCCCC1)N1CCNCC1
    i | 7% | 2% | 1% | 4% | 1% | -2% | -4.0 | -0.3%
#16 CCC(=O)Nc1cccc(NC(=O)c2cc3ccccc3o2)c1
    i | -6% | 13% | ? | -4% | -2% | 0% | 2.8 | 3.4%
#17 Cc1cc2oc(=O)cc(-c3ccccc3)c2c(C)c1-c1ccc(OC(F)(F)F)cc1
    i | 0% | 1% | 14% | 18% | -12% | -1% | -1.3 | -0.7%
#18 Cc1ccc(NC(=O)CCc2nnc3n(C)c(=O)c4sccc4n23)cc1C
    / | / | ? | -6%[9.27 µM] | ? | / | / | / | -0.7%
#19 O=C(c1ccc(COc2ccccc2[N+](=O)[O-])o1)N1CCCCC1
    i | -1% | -3% | / | -1% | -1% | 2% | -1.6 | 11%
#20 COc1ccc(O)c(-c2cc(-c3cccs3)[nH]n2)c1
    i | 4% | -18% | 21% | -11% | ? | -3% | 0.8 | ?
#21 O=c1c2ccccc2nc2n1C(CSc1ccc(Cl)cc1)CN2 (stereo not given)
    i | 18% | -16% | / | 0% | 14% | -1% | 2.1 | -0.6%
#22 O=C1c2ccccc2C(=O)N1CCC1(O)C(c2ccccc2)=Nc2ccccc21 (stereo not given)
    i | 5% | -28% | ? | -9% | -18% | / | 0.9 | 4.5%
#23 CCOC(=O)C1=NN(c2ccc(OC)cc2)C(c2ccccc2)CC1=O (stereo not given)
    i | 10% | -9% | 3% | -23% | 0% | -2% | -2.2 | 2.8%
#24 COc1ccc(CCNC(=O)CCc2c(C)nc3c4cccnc4nn3c2C)cc1OC
    / | / | 14% | -1% | -2% | / | / | / | -0.3%
#25 O=C(Cn1nnc2ccccc2c1=O)NC1CCCCC1
    i | 7% | -1% | 0% | -3% | 1% | 0% | 0.0 | 0.6%
#26 Cc1cc(C)n(-c2nc3ccccc3nc2N2CCN(S(=O)(=O)c3ccc(F)c(C)c3)CC2)n1
    i | 5% | -22% | 7% | -6% | -6% | 1% | 1.0 | 0.2%
#27 Cc1ccc2cc(CN(C)C(=O)c3cccc(Cl)c3)c(=O)[nH]c2c1
    / | / | 1% | -16% | -7% | / | / | / | 2.5%
#28 C#CCN(CC=C)C(=O)c1cccc(OC2CCN(S(C)(=O)=O)CC2)c1
    i | 5% | -7% | -6% | 5% | 7% | 1% | 0.0 | 0.3%
#29 CC1CC(C)CN(C(=O)COC(=O)c2ccc3c(c2)OCO3)C1 (stereo not given)
    i | 6% | -7% | 4% | 8% | -1% | -1% | -1.1 | 2.2%
#30 CCOC(=O)CSc1nc2ccc(NC(=O)c3cccc(F)c3)cc2s1
    / | / | ? | 4% | 4% | / | / | / | 5.8%

New compounds follow
no. | canonical_smiles | pAkt inh | EPAC2 ag | TGFb SMAD3 inh | Nrf2 block | A549 tox | EPAC2 antag | MmCpn inh | CCT modulator | Nrf2 activator
31 | CCN(CC)CCNC(=O)CNC(=O)c1nn(-c2ccc(OC)cc2OC)c(=O)c2ccccc12 | i | 5% | -14% | 5% | 1% | 5% | -1% | -0.4 | -0.7%
32 | N#CC(C#N)=C1C=C2C=C(N3CCCCCC3)CCC2CC1 (stereo not given) | i | 89% | -88% | ? | ? | 239%[activator][57.1 µM] | -3% | 0.1 | 13%
33 | C=CCc1c(C)nc(SC)nc1Nc1ccccc1 | i | 7% | -2% | -24% | 1% | -5% | -2% | -1.4 | -0.7%
34 | Cc1cc(C(=S)N2CCOCC2)c(C)n1-c1ccc(Cl)cc1 | i | 6% | -22% | 4% | 3% | -1% | -1% | -1.4 | 0.2%
35 | CCN1CCOC(=O)C1CC(=O)Nc1ccc(C(C)=O)cc1 (stereo not given) | / | / | ? | -12% | 4% | / | / | / | 1.5%
36 | O=C(NC1CC1)c1ccc(NC(=O)C2CCCCC2)cc1 | i | -2% | 12% | 2% | -6% | 6% | / | -2.3 | -0.5%
37 | [O-][n+]1cccc2c(Br)cc(Br)c(O)c21 | i | 2% | -2% | -5% | -4% | 2% | 0% | 4.6 | ?
38 | Cc1ccccc1S(=O)(=O)NC(=O)C1(C)CCN1C(=O)c1ccccc1CCc1ccccc1 (stereo not given) | i | 7% | -3% | / | / | -13% | / | 0.0 | -1.1%
39 | Cc1ccc(C(=O)C2C(c3cccs3)NC(=O)NC2(O)C(F)(F)F)cc1 (stereo not given) | i | 5% | -1% | 2% | -2% | 7% | 1% | 0.3 | -0.9%
40 | CC(C)Oc1ccc(C(=O)NCC(=O)O)cc1 | i | -4% | -1% | -9% | -3% | -2% | 0% | 0.5 | -0.6%
41 | COCC1OS(=O)(=O)NC(CC(=O)SC(C)(C)C)C1C (stereo not given) | i | 8% | 19% | 4% | 1% | 17% | 3% | -0.5 | 0.3%
42 | COc1cccc(C2NC(=O)NC(C)=C2C(=O)Nc2cccc(C)c2C)c1 (stereo not given) | i | 2% | -3% | -16% | -19% | -5% | 2% | -3.4 | 0.2%

An excerpt of these results, with one line to a screen:
#37 [O-][n+]1cccc2c(Br)cc(Br)c(O)c21
#34 Cc1cc(C(=S)N2CCOCC2)c(C)n1-c1ccc(Cl)cc1

entry no.	37	34
pAkt inh	i	i
EPAC2 ag	2%	6%
TGFb SMAD3 inh	-2%	-22%
Nrf2 block	-5%	4%
A549 tox	-4%	3%
EPAC2 antag	2%	-1%
MmCpn inh	0%	-1%
CCT modulator	4.6	-1.4
Nrf2 activator	?	0.2%

Compounds from the list above that have an aryl methoxy group (7):
no. | canonical_smiles | pAkt inh | EPAC2 ag | TGFb SMAD3 inh | Nrf2 block | A549 tox | EPAC2 antag | MmCpn inh | CCT modulator | Nrf2 activator
2 | COc1cc(CNc2ccc3[nH]c(=O)[nH]c3c2)ccc1OCc1ccc(C)cc1 | i | 7% | 0% | 3% | 3% | 0% | -3% | 0.3 | 4.3%
9 | COc1ccc2nc(-c3ccco3)c(-c3ccco3)nc2c1 | i | 5% | 0% | 1% | 19% | -11% | -3% | 0.0 | ?
20 | COc1ccc(O)c(-c2cc(-c3cccs3)[nH]n2)c1 | i | 4% | -18% | 21% | -11% | ? | -3% | 0.8 | ?
23 | CCOC(=O)C1=NN(c2ccc(OC)cc2)C(c2ccccc2)CC1=O (stereo not given) | i | 10% | -9% | 3% | -23% | 0% | -2% | -2.2 | 2.8%
24 | COc1ccc(CCNC(=O)CCc2c(C)nc3c4cccnc4nn3c2C)cc1OC | / | / | 14% | -1% | -2% | / | / | / | -0.3%
31 | CCN(CC)CCNC(=O)CNC(=O)c1nn(-c2ccc(OC)cc2OC)c(=O)c2ccccc12 | i | 5% | -14% | 5% | 1% | 5% | -1% | -0.4 | -0.7%
42 | COc1cccc(C2NC(=O)NC(C)=C2C(=O)Nc2cccc(C)c2C)c1 (stereo not given) | i | 2% | -3% | -16% | -19% | -5% | 2% | -3.4 | 0.2%
